influenza NS1A = NS1A inhibition, H1N1 influenza, cell based functional assay (AID 504329). NS1A functional cell-based assay, percent inhibition; higher % means a stronger effect. inhibition, % at 12.5 µM, or IC50 in µM where a hit was titrated. 340,000 tested, 0.3% active; in the data active = a potency from the dose series; inconclusive = inhibition above about 27% without an active follow-up result; note: strong numbers were not always called active
PhoP GFP inhibition = PhoP regulon inhibitors, Salmonella typhi PhoP promoter GFP reporter, confirmatory (AID 1850) | one-dose inhibition, % at 50 µM; IC50 in µM for titrated hits | 310,000 tested, 0.33% active | Salmonella Typhi PhoP-promoter GFP reporter, fluorescence, 4 h; higher % means a stronger effect; in the data active = a potency from the dose series; inconclusive = inhibition mostly from about 25% at the one dose, without a potency; inactive = the rest, 99 in 100 with inhibition below about 19%;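 note: 0% = induced wells with vehicle and 100% = uninduced wells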
inhibitors of VEEV = inhibitors of VEEV TC-83 cytopathic effect, confirmation, Vero cells (AID 588727) | Vero cells, VEEV TC-83 cytopathic effect inhibition; higher % means a stronger effect | inhibition, % at 20 µM; hits with a dose series show IC50 in µM | 350,000 tested, 0.13% active; in the data active = a potency from the dose series; inconclusive = inhibition mostly from about 14% at the one dose, without a potency; inactive = the rest, 99 in 100 with inhibition below about 12%; note: strong numbers were not always called active
M. tuberculosis HTS = M. tuberculosis growth inhibition, HTS (AID 449762) | M. tuberculosis H37Rv growth inhibition, 7H9 media; higher % means a stronger effect | one-dose inhibition, % at 25 µM; IC50 in µM for titrated hits | 330,000 tested, 0.59% active; in the data active = a potency from the dose series; inconclusive = inhibition above about 70% without an active follow-up result;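 note: bacterial growth assessed after seven days of incubation; strong numbers were not always called active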
M. tuberculosis = growth inhibition of non-replicating M. tuberculosis (AID 488890); Mycobacterium tuberculosis non-replicating, growth inhibition; higher % means a stronger effect; one-dose inhibition, % at 25 µM; IC50 in µM for titrated hits; 320,000 tested, 0.39% active; in the data active = a potency from the dose series; inconclusive = inhibition mostly from about 82% at the one dose, without a potency; inactive = the rest, 99 in 100 with inhibition below about 76%;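 note: plate controls were DMSO cells for no effect and high antibiotic wells for full effect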
inhibitors of VEEV 10K pilot screen = further read-out of inhibitors of VEEV, marked with its call; inhibition, %; measured here: 10K pilot screen inhibition
* marks the source's active call; other numbers are inactive results; i = inactive; ? = inconclusive; . = not tested or not shown. Hits appear at their usual frequency. About 1.6% of those tested had a hit in this group.

SMILES | influenza NS1A | PhoP GFP inhibition | inhibitors of VEEV | M. tuberculosis HTS | M. tuberculosis | others
CC1=C(C(=O)N2CCOCC2)C(c2ccccc2F)C2=C(CCCC2=O)N1 (stereo unspecified) | 1% | 6% | 0.6% | -6% | -6%
CCN1CCN(Cc2cc(OC)c3c(c2)OCO3)CC1 | -4% | -3% | i | 8% | 3%
Cc1cccc(C(C(N)=O)c2ncc(C(F)(F)F)cc2Cl)c1 (stereo unspecified) | -9% | -3% | i | 0% | -10%
Cc1nn(CC(=O)NCc2cccc3ccccc23)c(=O)c2ccccc12 | 15% | -9% | 0.7% | -2% | -16%
COc1cccc(N2CCN(c3nc(C)cc(C)c3C#N)CC2)c1 | -23% | -6% | 0.2% | 9% | 37%
O=C(NC1=NCCS1)c1ccncc1 | 1% | 0% | 8.6% | -3% | -7%
O=C(Nc1nccs1)c1ccc(F)c(S(=O)(=O)N2CCOCC2)c1 | -5% | -7% | 6.9% | -6% | 4%
Cc1cc(N2CCN(C)CC2)nc2ccc(NC(=S)N3CCCCC3)cc12 | -5% | . | 0.2% | . | .
CCc1nnc(NC(=O)Cc2ccc(S(=O)(=O)N3CCCCC3)cc2)s1 | 3% | . | 0.8% | -1% | 30%
COc1ccc(C(=O)CC(Nc2ccc([N+](=O)[O-])cc2)c2ccc(Cl)cc2)cc1 (stereo unspecified) | -5% | 3% | i | 48% | 72%

The closing 6 records of the section above lead into the next:
SMILES | influenza NS1A | PhoP GFP inhibition | inhibitors of VEEV | M. tuberculosis HTS | M. tuberculosis | others
COc1cccc(N2CCN(c3nc(C)cc(C)c3C#N)CC2)c1 | -23% | -6% | 0.2% | 9% | 37%
O=C(NC1=NCCS1)c1ccncc1 | 1% | 0% | 8.6% | -3% | -7%
O=C(Nc1nccs1)c1ccc(F)c(S(=O)(=O)N2CCOCC2)c1 | -5% | -7% | 6.9% | -6% | 4%
Cc1cc(N2CCN(C)CC2)nc2ccc(NC(=S)N3CCCCC3)cc12 | -5% | . | 0.2% | . | .
CCc1nnc(NC(=O)Cc2ccc(S(=O)(=O)N3CCCCC3)cc2)s1 | 3% | . | 0.8% | -1% | 30%
COc1ccc(C(=O)CC(Nc2ccc([N+](=O)[O-])cc2)c2ccc(Cl)cc2)cc1 (stereo unspecified) | -5% | 3% | i | 48% | 72%
CCn1cc(CCC(=O)O)c(C)n1 | 0% | 4% | 0.5% | -5% | -4%
NNC1=N[C@H]2CS(=O)(=O)C[C@H]2S1 | 0% | -6% | i | 1% | 19%
CCCCc1cc(=O)oc2cc(OCc3nn[nH]n3)ccc12 | 13% | 9% | 2.0% | -4% | -3%
CCCOc1ccc(C(=O)NC(=S)Nc2nc3ccccc3s2)cc1 | -3% | -9% | 3.4% | 9% | 11%
O=C1CN(S(=O)(=O)c2cc(C(=O)O)ccc2Cl)c2ccccc2N1 | -11% | -10% | 2.7% | 1% | -18%
CC12CCC3c4cc(CN5CCOCC5)c(O)cc4CCC3C1CCC2=O (stereo unspecified) | 0% | . | i | . | .
O=C(c1cccs1)n1nc(-c2ccc(Cl)cc2)nc1NCc1ccco1 | 19% | -7% | 2.8% | -8% | -17%
O=C(CN1CCCCCC1)Nc1ccccc1 | 1% | -17% | 1.3% | -6% | 18%
CCN(c1ccccc1)S(=O)(=O)c1cc(C(=O)Nc2ccccc2Cl)ccc1F | -5% | 10% | 5.1% | 5% | 2%
Cc1cccc2cc3c(NC(=O)C(C)(C)C)nn(CC(C)C)c3nc12 | -14% | -11% | 2.2% | 7% | 41%
O=C(COc1ccccc1)Nc1c2c(nn1-c1ccc(F)cc1)CS(=O)(=O)C2 | -4% | -4% | 2.4% | -4% | -11%
Cc1ccc[n+](-c2[nH]c(=O)sc2/C=N/N=C(\[O-])CCn2c3ccccc3c3ccccc32)c1 | -15% | -5% | i | 5% | 3%
CN(C(=O)c1ccc(NC(=O)Cc2cccc(NC(=O)C3CCCN(C(=O)C4CCC4)C3)c2)cc1)C1CCCC1 (stereo unspecified) | -2% | . | 1.4% | 0% | -10% | inhibitors of VEEV 10K pilot screen=1.0
CC(C)C(=O)NCCc1nc2ccccc2n1CCOc1ccccc1 | 8% | -10% | 2.0% | 9% | 1%
O=c1c2cc(-c3ccccc3)sc2nc2n1N=C(c1cccs1)CS2 | . | 2% | 4.4% | 3% | 39%
O=C(CCC(=O)c1ccc(Br)cc1)Nc1cccnc1 | -8% | 6% | i | 3% | .
O=c1cc(COc2ccc(Cl)c(Cl)c2)nc2sccn12 | -13% | 3% | 0.6% | -1% | 6%
Cc1ccc(N(C)C(=O)N2CCN(c3ccccn3)CC2)cc1 | -10% | -1% | i | -1% | 2%
COc1ccc(-c2cc(C(=O)NCCN3CCOCC3)c3ccccc3n2)cc1OC | 23% | -14% | 6.6% | -26% | -9%
O=C(CSc1nc2scc(-c3ccccc3)c2c(=O)[nH]1)NCCc1ccccc1 | -12% | -8% | 6.1% | -21% | -8%
Cc1cc(Cl)ccc1OCCCC(=O)NCCCn1ccnc1 | -10% | 0% | i | 1% | 20%
Cc1ccc(CN(Cc2ccccn2)C(=O)Nc2c(F)cccc2F)cc1 | 0% | 3% | 0.2% | 6% | 3%
CCOC(=O)c1c(C)[nH]c(C)c1C(=O)COC(=O)c1c(OC)cccc1OC | -14% | -4% | 0.8% | -2% | 9%
CCN(CC)S(=O)(=O)c1ccc(C)c(NC(=O)c2cc(C)oc2C)c1 | -7% | 0% | i | -8% | -4%
Nc1cc2c(cc1[N+](=O)[O-])-c1ccccc1C2=NO | 14% | . | 11% | . | .
COc1cc(NC(=O)CN2C(=O)c3ccccc3C2=O)c(C(=O)O)cc1OC | -1% | 5% | i | 7% | -15%
C#CCOCCOCCOCCNc1nc(N2CCN(C(=O)CCCCCCCCCCNC(=O)[C@H]([C@@H](C)CC)n3cc(CCCCN=C(N)N)nn3)CC2)nc(N2CCN(C(=O)CCCCCCCCCCNC(=O)[C@H](CCCCN)n3cc(C)nn3)CC2)n1 | . | 36µM* | . | ? | 79%
CCCCOCC(O)Cn1c(C)nc2ccccc21 (stereo unspecified) | -1% | -5% | 1.2% | -1% | -4%
COc1ccc(Br)cc1CN(C)CC(=O)Nc1cc([N+](=O)[O-])ccc1OC | -7% | -6% | i | -4% | -4%
CCCC1=NN2C(=N)/C(=C\c3ccc(OCCOc4ccc(NC(C)=O)cc4)c(OC)c3)C(=O)N=C2S1 | 0% | 4% | 1.4% | 1% | 1%
COc1ccc(C2CC(c3ccc(C)cc3)Nc3ncnn32)cc1 (stereo unspecified) | -7% | 12% | 0.2% | 0% | 43%
CC(=O)NC(c1ccc(F)cc1)c1cccnc1 (stereo unspecified) | 0% | -16% | 1.7% | -14% | -4%
CC1=NN(c2ccccc2)C(=O)/C1=C/C=C/C=C/N(C)C | 22% | 16% | 0.6% | 18% | 15%
CCOc1ccc(-n2c(C)nc3cc(C(=O)NCc4ccco4)ccc32)cc1 | 0% | -14% | 6.3% | 4% | 48%
Cc1ccc([N+](=O)[O-])cc1NC(=O)CN(C(=O)c1ccccc1Cl)C1CCCCC1 | 4% | -7% | 0.6% | ? | 8% | inhibitors of VEEV 10K pilot screen=3.6
Cc1ccccc1Cn1c(=O)n(CCCC(=O)NCc2ccco2)c(=O)c2sccc21 | -15% | 4% | 8.8% | -2% | 16%
COc1ccc(OC)c(Nc2cc(C)nc3ccc(C)cc23)c1 | -1% | 3% | 12% | ? | 28%
O=C1CCc2cc(S(=O)(=O)N3CCN(c4ccccc4)CC3)cc3c2N1CCC3 | -8% | 7% | i | -7% | -7%
COc1c(C)cc(C(=O)C2CCCN(C(=O)c3cc4nc(C)cc(C)n4n3)C2)cc1C (stereo unspecified) | -3% | 1% | 1.3% | 3% | 9%
CCN(C[C@H]1N[C@@](C)(C(=O)OC)[C@H]2C(=O)N(Cc3ccccc3)C(=O)[C@@H]12)C(=O)Nc1ccc(F)cc1 | -4% | . | 0.6% | -10% | 0%
COc1ccccc1-n1cnc2cc(NCc3ccccn3)ccc21 | 6% | 5% | 9.7% | 31% | 65%
Cc1ccc(OCc2csc(N)n2)cc1 | -1% | 7% | 1.1% | -8% | -4%
C/C(=C\C(=O)c1cccnc1)Nc1ccc(C)c(C)c1 | 4% | 3% | 2.0% | ? | 15%
CCOc1cc(-n2cnnn2)c(OCC)cc1NC(=O)c1cnccn1 | -1% | -9% | 0.3% | 15% | -4%
COc1ccc(NC(=O)CN(C)C(=O)c2cc(-c3ccccc3)nc3ccccc23)cc1 | 10% | -4% | 8.7% | 16% | 14%
O=C(NNC(=O)c1cc(S(=O)(=O)N2CCOCC2)c(Cl)cc1Cl)c1ccccc1F | 7% | . | 0.5% | 0% | -8%
Cc1cc(C)c(C(=O)/C=C/c2ccc3c(c2)OCO3)c(=O)[nH]1 | 5% | 5% | 1.5% | 5% | -13%
CN(C)CCCN(C(=O)c1ccco1)c1nc(-c2ccc(Cl)cc2)cs1 | 4% | 14% | 30% | -3% | 78%
COc1ccccc1C(=O)Nc1ccc(S(=O)(=O)N2CCN(C)CC2)cc1 | -8% | 12% | 0.4% | 8% | 0%
Cc1ccc(S(=O)(=O)N2CCN(C(=O)c3ccco3)CC2)cc1 | 16% | -4% | 5.3% | 3% | 32%

The list goes on.
SMILES | influenza NS1A | PhoP GFP inhibition | inhibitors of VEEV | M. tuberculosis HTS | M. tuberculosis | others
COc1ccc(N(C(=O)CNC(=O)c2cccs2)C(C(=O)NCC2CCCO2)c2ccccc2)cc1 (stereo unspecified) | -19% | -5% | 1.2% | -5% | 3%
O=c1c2cccc3c2c(nn1CN1CCOCC1)-c1ccccc1-3 | -1% | -37% | 9.5% | 11% | 67%
COC(=O)CCC(=O)N1CN2CN(C(=O)CCC(=O)OC)CC([N+](=O)[O-])(C2)C1 | -4% | 7% | i | -2% | 8%
CCC[C@@H]1CCCO[C@@](C(=O)NCc2ccc(S(C)(=O)=O)cc2)(C(F)(F)F)C1 | 10% | -6% | 0.2% | 3% | -5%
COc1ccc(CCNC(=O)CNCC2CCCCC2)cc1OC | -2% | -4% | i | -8% | -8%
O=C(NC1CCCC1)C(c1cccnc1)N(C(=O)c1csnn1)c1ccccc1 (stereo unspecified) | 4% | 0% | 0.3% | -3% | -7%
CCCS(=O)(=O)c1cscc1NC(=O)c1c(-c2c(F)cccc2Cl)noc1C | -15% | 4% | 7.0% | 6% | 20%
CC1=C(C)CC(C(=O)Nc2ccc3c(c2)OCO3)C(C(=O)O)C1 (stereo unspecified) | 3% | -4% | 2.3% | -2% | 9%
C/C(N)=C(/C#N)C(=O)CSc1nnnn1-c1ccc(C)cc1 | 1% | 6% | 0.7% | -10% | 8%
CCC(C)c1ccccc1N1CC(C(=O)Nc2ccc(C)c(S(=O)(=O)N3CCOCC3)c2)CC1=O (stereo unspecified) | -9% | 11% | 8.0% | 1% | 12%
Brc1ccc2c(c1)OCCOCCOc1cc(Br)ccc1OCCOCCOCCO2 | -6% | 17% | 1.4% | ? | ?
COc1ccc(C(=O)c2cccc(C(=O)c3ccc(OC)c(C)c3)c2)cc1C | 4% | . | 3.1% | . | .
O=C(CSc1nc2ccccc2s1)NNC(=S)Nc1ccc(Br)cc1 | -3% | 0% | 0.5% | -2% | ?
COc1ccccc1NS(=O)(=O)c1cc(C(=O)NCCN2CCOCC2)ccc1Cl | -7% | -3% | i | -3% | -10%
COc1ccc(CC(=O)Nc2cc(S(=O)(=O)N3CCOCC3)ccc2N2CCOCC2)cc1 | -10% | 4% | i | 12% | 3%
CC1CCc2sc3ncnc(N4CCN(C)CC4)c3c2C1 (stereo unspecified) | -5% | . | i | . | .
C/C(=N\NC(=O)COc1ccc(C(C)(C)C)cc1)c1ccc(-n2ccnc2)cc1 | -11% | 9% | 9.1% | ? | 66%
Nc1nc(-c2ccco2)nn1C(=O)c1ccccc1Cl | 0% | . | 2.1% | . | .
COc1ccccc1N/C(N)=N/c1nc(CSc2nc3ccccc3s2)cc(=O)[nH]1 | . | -22% | . | 6% | -4%
c1ccc(Nc2nc(N3CCOCC3)c3ccccc3n2)cc1 | 2% | 5% | 11% | -3% | 33%
COc1ccc(NC(=O)CN2CCOCC2)cc1S(=O)(=O)N1CCCCC1 | -2% | . | 0.5% | -11% | -11%
CC1(C)CC2(CCCN(C(=S)Nc3ccccc3)C2)CCO1 (stereo unspecified) | 10% | 1% | 1.0% | -6% | 0%

Screening data: PubChem BioAssay, Southern Research Specialized Biocontainment Screening Center
